Source: PubChem BioAssay (NCI)
Growth percent in the NCI-60 one-dose screen (48 h, 10 µM unless noted): 100 = growth as untreated, 0 = no growth, -100 = all killed.
786-0 = 786-0 renal cancer cells; actives 5.1% (n = 81,000)
CAKI-1 = CAKI-1 renal cancer | actives 4.7% (n = 75,000)
NCI-H522 = NCI-H522 lung cancer | actives 8% (n = 78,000)
TK-10 = TK-10 renal cancer cells; actives 3.9% (n = 81,000)
NCI-H460 = NCI-H460 lung cancer | actives 6.8% (n = 82,000)
RXF 393 = RXF 393 renal cancer cells; actives 6.9% (n = 77,000)
ACHN = ACHN renal cancer. AID 1794771. actives 4.9% (n = 81,000)
UO-31 = UO-31 renal cancer | actives 5.2% (n = 81,000) | AID 1794768
NCI-H322M = NCI-H322M lung cancer; AID 1794733; actives 2.7% (n = 80,000)
* marks the source's active call; other numbers are inactive results; . = not tested or not shown; & = joins results of further samples. Rule for the calls: active = growth percent below 10; inactive = the rest.

Structure | 786-0 | TK-10 | UO-31 | ACHN | NCI-H460 | CAKI-1 | RXF 393 | NCI-H322M | NCI-H522
FC(F)(F)c1cccc(-c2cn3ccnc3c(-c3ccc4ncn(C5CCCCC5)c4c3)n2)c1 | 101 | 154 | 78 | 100 | 96 | . | 112 | 94 | 89
Cc1ccc(C)c(C(=O)C2CC2)c1 | 111 | 124 | 87 | 96 | 109 | 87 | 112 | 111 | 91
Cc1nn(-c2ccc(Cl)cc2)c2nc3c(nc12)C(=O)CC(C)(C)C3 | 87 | 106 | 77 | 88 | 95 | 74 | 112 | 108 | 79
O=C1c2c(c3c4cccc(F)c4[nH]c3c3ccc4ccccc4c23)C(=O)N1O | 71 | 91 | 30 | 28 | 11 | 29 | 47 | 64 | 30
O=C(/C=C/c1ccco1)Nc1ncc(Cc2ccc(F)cc2)s1 | 38 | 62 | 48 | 40 | 6.5* | 34 | 13 | 47 | -2.9*
CC(C)(C)OC(=O)N1CC=CCN(OCc2ccccc2)S1(=O)=O | 101 | 79 | 98 | 109 | 106 | 86 | 108 | 112 | 84
O=C1C(C2=CCCCC2)CCCC1C1=CCCCC1 (stereo not drawn) | 101 | 96 | 86 | 100 | 101 | 102 | 95 | 104 | 104
O=C(O)/C=C\C(=O)Nc1ccc(-c2ccccc2)cc1 | 97 | 133 | 90 | 106 | 105 | . | 104 | 95 | 73
CCOC(=O)CSCc1nc(N)nc(Nc2ccccc2F)n1 | 101 | 105 | 89 | 100 | 109 | 94 | 104 | 92 | 96
Cc1[nH]c(=O)[nH]c(=O)c1CCSSCCc1c(C)[nH]c(=O)[nH]c1=O | 103 | 101 | 83 | 104 | 108 | 97 | 111 | 90 | .
COc1ccc(S(=O)(=O)NCCCNc2cc(-c3cn(-c4ccccc4)nc3-c3ccccc3)ccn2)cc1 | 48 | 94 | 43 | 80 | 59 | 50 | 56 | 77 | 81
CN(C)c1ccc(/C=N/NC(=O)Cn2nc(-c3ccccc3)ccc2=O)cc1 | 97 | 103 | 84 | 102 | 106 | 97 | . | 124 | 71
CCOCC(=O)C(C#N)c1ccc(Cl)c(Cl)c1 (stereo not drawn) | 101 | 105 | 83 | 91 | 107 | 90 | 95 | 102 | 94
Cc1ccccc1C1=NN(C(=O)Cc2ccccc2)C(c2c[nH]c3ccccc23)C1 (stereo not drawn) | 103 | 111 | 46 | 89 | 97 | 93 | 109 | 87 | 76
Oc1ccccc1N=Cc1ccccc1 | . | 122 | 67 | 85 | 94 | 98 | 117 | 88 | 81
O=C1[O][Bi][O]c2ccccc21 | 106 | 116 | 85 | 100 | 107 | 97 | 138 | 106 | 37
O=C(NNC(=S)Nc1cccc(C(F)(F)F)c1)c1ccncc1 | 113 | 114 | 96 | 104 | 110 | 94 | 107 | 105 | 87
O=S(=O)(O)c1cccc2ccc(O)cc12 | 108 | 105 | 88 | 111 | 102 | 103 | 114 | 100 | 98
O=c1c2c3c(sc2n2c(-c4cc(-c5ccccc5)no4)nnc2n1Cc1ccccc1)CCCC3 | 88 | 120 | -42* | 95 | 86 | -68* | 78 | 97 | 55
N/N=C(\CCNc1ccc(S(N)(=O)=O)cc1)c1ccc2ccccc2c1 | 104 | 104 | 88 | 99 | 110 | 90 | 94 | 110 | 84
O=C(CCCl)c1ccc(O)cc1 | 101 | 93 | 83 | 114 | 114 | . | 111 | 99 | 99
O=C1/C=C/[C@@H](O)[C@@H]2C[C@@H](O)C[C@H]2/C=C/CCC[C@H]([C@H](O)CO)O1 | 111 | 107 | 95 | 114 | 112 | 94 | 107 | 108 | 102
CCC(C)[C@H]1O[C@]2(CC[C@@H]1C)C[C@@H]1C[C@@H](C/C=C(\C)[C@@H](OC3C[C@H](OC)C(O[C@H]4C[C@H](OC)[C@@H](O)[C@H](C)O4)[C@H](C)O3)[C@@H](C)/C=C/C=C3\CO[C@@H]4[C@H](O)C(C)=C[C@@H](C(=O)O1)[C@]34O)O2 (stereo partly drawn) | -80* | 30 | 9.5* | -66* | 3.0* | -15* | -23* | 53 | 17
N#CCCN(NC(=O)OCc1ccccc1)C(=O)OCc1ccccc1 | 98 | 120 | 81 | 102 | 103 | 88 | 111 | 109 | 120
CC1Cn2c(nnc2-c2ccccc2O)S1 (stereo not drawn) | 106 | 111 | 92 | 105 | 106 | 101 | 91 | 104 | 104
Cn1cnc([N+](=O)[O-])c1Sc1ncnc2nc[nH]c12 | 36 | 44&53 | 69&63 | 121&84 | 69&70 | 76&49 | 94&79 | 47&55 | 86&65
O=C(OCC1OC(F)C(OC(=O)c2ccccc2)C1OC(=O)c1ccccc1)c1ccccc1 (stereo not drawn) | 100 | 93 | 87 | 104 | . | . | 87 | 105 | 87
C/C=C(\C)C(C#N)(CCCC)C(=O)OCC (stereo not drawn) | 108 | . | 100 | 107 | 107 | . | 100 | 108 | .
O=C(O)c1cc(O)c2c(c1)[C@@H]([C@H]1c3cc(C(=O)O)cc(O)c3C(=O)c3c(O[C@H]4O[C@H](CO)[C@@H](O)[C@H](O)[C@H]4O)cccc31)c1cccc(O[C@H]3O[C@H](CO)[C@@H](O)[C@H](O)[C@H]3O)c1C2=O | 95 | 98 | 67 | 83 | 89 | 89 | 103 | 90 | 93
COC(=O)[C@]1(C(C)C)N[C@H](c2cn(-c3ccccc3)nc2-c2ccccc2)[C@@H]2C(=O)N(c3ccc(Cl)cc3)C(=O)[C@@H]21 | 82 | 113 | 60 | 94 | 105 | 78 | 113 | 99 | 81
CCCC1CC(C(=O)NC(C(C)Cl)C2OC(SC)C(O)C(O)C2O)N(C)C1 (stereo not drawn) | 97 | 95 | 70 | 101 | 109 | 99 | 106 | 99 | 94
COc1ccc(-c2nc(-c3ccccc3)c(-c3ccccc3)n2CCc2ccc(S(N)(=O)=O)cc2)cc1 | 104 | 106 | 87 | 101 | 111 | 89 | 92 | 97 | 100
Nc1ccc(-c2ccncc2)cc1NC(=O)N1Cc2ccccc2C1 | 90 | 64 | 85 | 87 | 80 | 88 | 86 | 107 | 42
O=C(CCC1CCCCC1)OCCBr | 109 | 106 | 90 | 111 | 102 | 100 | 114 | 101 | 102
OC1(CCCc2ccccc2)CCNCC1 | 94 | 105 | 87 | 108 | 109 | 98 | 105 | 102 | 107
CCOC(=O)c1c2c(c(-c3ccc(OC)cc3)n1Cc1ccccc1OC)CCCc1cnoc1-2 | 98 | 109 | 73 | 81 | 69 | 47 | 95 | 95 | 88
O=C(CC1C(=O)c2ccccc2C1=C1C(=O)c2ccccc2C1=O)c1ccccc1 (stereo not drawn) | 103 | 137 | 95 | 80 | 105 | 88 | 111 | 108 | 98
CC1=C(C(=O)Nc2ccc(Cl)cc2)C2(C(=O)Nc3ccccc32)N(C)C(=O)N1 (stereo not drawn) | 100 | 111 | 49 | 96 | 106 | 75 | 113 | 103 | 97
CCCCCCCCCCC1CC(=O)OC1=O (stereo not drawn) | 101 | 107 | 95 | 99 | 105 | 90 | 107 | 112 | 98
COc1cnccc1-c1nc2ccc3[nH]ncc3c2c2c1CCCC2 | 49 | 61 | 29 | 38 | 45 | 18 | . | 67 | 31
Cc1ccc2c(n1)C[C@H](C#N)CC[C@H]2C | 103 | 97 | 92 | 103 | 107 | 102 | 98 | 99 | 96
CCCCCCCNC1=C(c2ccccc2)C(=O)C(NCCCCCCC)=C(c2ccccc2)C1=O | 99 | 110 | 80 | 103 | 104 | 95 | 113 | . | 81
Cc1cccc(N2C(=O)c3ccccc3C2=O)c1 | 94 | 121 | 80 | 102 | 123 | 101 | 126 | 116 | 97
COc1cc2c(cc1OC)[N+]([O-])=C(c1ccccc1)C2=O | 104 | 132 | 83 | 103 | 100 | 100 | 100 | 104 | 72
C=C(C)[C@@H]1CC[C@]2(C(=O)N[C@@H](Cc3ccccc3)C(=O)OC)CC[C@]3(C)[C@H](CC[C@@H]4[C@@]5(C)CCC(=O)C(C)(C)[C@@H]5CC[C@]43C)[C@@H]12 | 86 | 91 | 76 | 90 | 81 | 45 | 101 | 93 | 80
[N-]=[N+]=NCC(=O)Nc1ccc2c(ccn2Cc2ccccc2)c1 | 98 | 109 | 65 | 89 | 107 | 98 | 97 | 83 | 98
Fc1ccc2c(c1)c(-c1nc(-c3c[nH]c4ncccc34)cs1)cn2CCCN1CCOCC1 | 57 | 67 | 32 | 42 | 38 | 56 | 40 | 81 | 41
COC(=O)CCc1ccc(NP(=O)(N2CC2)N2CC2)cc1 | 105 | 99 | 94 | 68 | 67 | . | 75 | 100 | 81
N#Cc1ccc(OC(=O)Nc2ccc(Cl)c(Cl)c2)cc1 | 90 | 91 | 61 | 51 | 100 | 36 | 92 | 89 | 25
CN(NC(=O)C(=O)NCc1ccco1)C(=O)NC1CCCCC1 | 100 | 116 | 88 | 103 | 109 | 100 | 104 | 107 | 100
CC(=O)Nc1ccc(Cl)cc1-c1ccccc1 | 70 | 81 | 44 | 71 | 78 | 58 | 93 | 91 | 47
COc1nc2ccccc2cc1/C=N/O | 103 | 117 | 74 | 88 | 85 | 77 | 95 | 88 | 86
CC1(C)C=C2[C@H]3CC[C@@H]4[C@@]5(C)C/C(=C/c6cccnc6)C(=O)C(C)(C)[C@@H]5CC[C@@]4(C)[C@]3(C)CC[C@@]2(CCl)CC1 | 104 | 104 | 84 | 106 | 100 | 67 | 99 | 105 | 91
CCCCCCCCn1c2ccccc2c2c3c(c4c5cc(OC)ccc5oc4c21)C(=O)NC3=O | 103 | 99 | 92 | 101 | 100 | 85 | 107 | 101 | 86
CCCCC(CC)COP(=O)(O)O (stereo not drawn) | 94&89 | 102&107 | 93 | 93 | 115&103 | 107&87 | 122&100 | 116&102 | 107&95
CCOC(=O)C(C)NCc1ccccc1 (stereo not drawn) | 98 | 110 | 93 | 106 | 106 | 92 | 101 | 101 | 105
CCCCCCCNC(=O)CCCNc1ncnc2c1ncn2-c1cccc(C(C)O)c1 (stereo not drawn) | 97 | 97 | 84 | 90 | 100 | 90 | 90 | 108 | 81
CCc1onc(-c2ccc(OC)cc2)c1-c1ccccc1OCCN(CC)CC | 76 | 92 | 57 | 93 | 99 | 82 | 82 | 77 | 88
C#CCNC(=O)[C@]12CCC(C)(C)C[C@@H]1C1=CC[C@@H]3[C@@]4(C)Cc5c([nH]c6ccccc56)C(C)(C)[C@@H]4CC[C@@]3(C)[C@]1(C)CC2 | 95 | 93 | 57 | 90 | 97 | . | 93 | 95 | 83
O=C(CN1CCN(c2cc(=O)n(-c3ccccc3)c3ccccc23)CC1)N(c1ccccc1)c1ccccc1 | 91 | 104 | 75 | 92 | 87 | 93 | 91 | 103 | 82

Compound profiles, from the list above. Order of values: 786-0 | TK-10 | UO-31 | ACHN | NCI-H460 | CAKI-1 | RXF 393 | NCI-H322M | NCI-H522
Nc1ccc(-c2ccncc2)cc1NC(=O)N1Cc2ccccc2C1 is listed with 90 | 64 | 85 | 87 | 80 | 88 | 86 | 107 | 42
CC1(C)C=C2[C@H]3CC[C@@H]4[C@@]5(C)C/C(=C/c6cccnc6)C(=O)C(C)(C)[C@@H]5CC[C@@]4(C)[C@]3(C)CC[C@@]2(CCl)CC1 is listed with 104 | 104 | 84 | 106 | 100 | 67 | 99 | 105 | 91
CCCCCCCCn1c2ccccc2c2c3c(c4c5cc(OC)ccc5oc4c21)C(=O)NC3=O is listed with 103 | 99 | 92 | 101 | 100 | 85 | 107 | 101 | 86

A second format for some results above:
Cc1ccc2c(n1)C[C@H](C#N)CC[C@H]2C
  786-0: 103
  TK-10: 97
  UO-31: 92
  ACHN: 103
  NCI-H460: 107
  CAKI-1: 102
  RXF 393: 98
  NCI-H322M: 99
  NCI-H522: 96
CCCCCCCNC1=C(c2ccccc2)C(=O)C(NCCCCCCC)=C(c2ccccc2)C1=O
  786-0: 99
  TK-10: 110
  UO-31: 80
  ACHN: 103
  NCI-H460: 104
  CAKI-1: 95
  RXF 393: 113
  NCI-H322M: .
  NCI-H522: 81
Cc1cccc(N2C(=O)c3ccccc3C2=O)c1
  786-0: 94
  TK-10: 121
  UO-31: 80
  ACHN: 102
  NCI-H460: 123
  CAKI-1: 101
  RXF 393: 126
  NCI-H322M: 116
  NCI-H522: 97
COc1cc2c(cc1OC)[N+]([O-])=C(c1ccccc1)C2=O
  786-0: 104
  TK-10: 132
  UO-31: 83
  ACHN: 103
  NCI-H460: 100
  CAKI-1: 100
  RXF 393: 100
  NCI-H322M: 104
  NCI-H522: 72

Further compounds follow:
Structure | 786-0 | TK-10 | UO-31 | ACHN | NCI-H460 | CAKI-1 | RXF 393 | NCI-H322M | NCI-H522
COC(=O)Nc1ccccc1 | 100 | 100 | 102 | 111 | 108 | . | 109 | 111 | 96
O=c1c2cnn(-c3ccccc3)c2nc2n1N=C1c3ccccc3CN1N2 | 102 | 114 | 84 | 111 | 116 | 97 | 116 | 111 | 96
CCCCCCCCCCCCCCCCCCOc1ccc(CC(=O)OCC[N+]2(C)CCCCC2)cc1 | 93 | 99 | 94 | 98 | 101 | 100 | 102 | 96 | 89
Clc1ccccc1C=NCCN=Cc1ccccc1Cl | 108 | 86 | 90 | 96 | 108 | 99 | 105 | 100 | 73
O=[N+]([O-])c1ccc(NS(=O)(=O)c2ccccc2)c(Cl)c1 | 86 | 98 | 73 | 105 | 87 | 91 | 120 | 111 | 89
CC(=O)NC1C(O[C@H]2C[C@H]3[C@@H]4CC=C5C[C@@H](O)CC[C@]5(C)[C@H]4CC[C@]3(C)[C@H]2[C@H](C)C(=O)CCC(C)C)OCC(O)C1O (stereo partly drawn) | 1.3* | 60 | 1.5* | 44 | 23 | 30 | -43* | 81 | 67
CCN1CCCC(Sc2nc3c([nH]2)c(=S)n(C)c(=O)n3C)C1 (stereo not drawn) | 96 | 122 | 81 | 100 | 105 | 87 | 101 | 98 | 87
c1ccc2c(c1)ccc[n+]2CCCCC[n+]1cccc2ccccc21 | 94 | 88 | 87 | 104 | 95 | . | 102 | 103 | 76
